DT40 TDP1 no CPT = qHTS for Inhibitors of human tyrosyl-DNA phosphodiesterase 1 (TDP1): qHTS in cells in absence of CPT; AID 686978, 2013; actives 15% (n = 420,000); DT40 Tdp1-/- hTDP1 cells, no CPT, ATP luminescence, 48 h; Potency, µM (doses to about 46.2 µM), without a hit: top-dose activity change, negative = growth inhibition, usual class: inhibitors; note: nearly all actives have a fitted effect of over 55% in size
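Stably hTDP1-transfected Tdp1-null chicken DT40 cells were treated with library compounds minus camptothecin and grown for at least 48 hr at 37 °C, after which cellular ATP was quantified by luminescence.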
KAT2A inh = qHTS Assay for Inhibitors of GCN5L2 | Potency, µM (top dose mostly 58.9 µM), for inactives: top-dose activity change, negative = inhibition, hits mostly inhibitors | actives 0.21% (n = 390,000) | GCN5L2 HAT assay, ThioGlo1 CoA-SH fluorescence
Target sequence (Q92830 whole entry, looked up): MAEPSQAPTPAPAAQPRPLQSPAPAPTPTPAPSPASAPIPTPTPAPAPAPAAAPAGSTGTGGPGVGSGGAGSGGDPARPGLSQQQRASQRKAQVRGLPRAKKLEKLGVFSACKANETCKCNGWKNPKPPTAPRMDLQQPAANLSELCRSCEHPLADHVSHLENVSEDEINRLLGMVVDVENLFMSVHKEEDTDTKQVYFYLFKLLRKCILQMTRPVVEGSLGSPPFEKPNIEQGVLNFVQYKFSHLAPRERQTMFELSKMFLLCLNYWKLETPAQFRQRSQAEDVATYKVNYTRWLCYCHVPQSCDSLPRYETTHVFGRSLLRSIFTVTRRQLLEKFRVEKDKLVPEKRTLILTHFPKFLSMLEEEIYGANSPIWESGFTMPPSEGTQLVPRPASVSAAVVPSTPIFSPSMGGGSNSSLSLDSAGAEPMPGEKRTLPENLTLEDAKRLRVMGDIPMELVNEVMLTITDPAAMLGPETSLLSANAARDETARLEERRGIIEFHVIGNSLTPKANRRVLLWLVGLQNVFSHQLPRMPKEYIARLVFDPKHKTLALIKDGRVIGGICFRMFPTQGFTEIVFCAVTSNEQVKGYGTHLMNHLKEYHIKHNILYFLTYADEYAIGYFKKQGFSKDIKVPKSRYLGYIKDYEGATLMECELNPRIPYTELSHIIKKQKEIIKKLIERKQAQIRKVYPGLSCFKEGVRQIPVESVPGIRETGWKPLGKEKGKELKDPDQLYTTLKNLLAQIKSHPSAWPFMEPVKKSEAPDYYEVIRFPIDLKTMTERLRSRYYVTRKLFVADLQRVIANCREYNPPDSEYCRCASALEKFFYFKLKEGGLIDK
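Preincubate 20nM GCN5L2 with compound 15 min, RT → add 50uM ThioGlo1 + 75uM H3(1-25) + 70uM acetyl-CoA → read fluorescence 0 and 20 min. Primary qHTS; fluorescent artifacts likely.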
TDP1 inh = qHTS Assay for Inhibitors of Tyrosyl-DNA Phosphodiesterase (TDP1); Tyrosyl-DNA phosphodiesterase 1 (Homo sapiens), Q9NUW8; Potency, µM (doses to about 130 µM), for inactives: top-dose activity change, negative = inhibition, actives largely listed as inhibitors; actives 0.28% (n = 350,000); AID 485290, 2010; recombinant TDP1, AlphaScreen DNA substrate cleavage; note: nearly all actives have a fitted effect of over 40% in size
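Recombinant human Tdp1 (E. coli-expressed, 1 nM final) preincubated with compounds 15 min at room temperature, then 5'-biotin/3'-phosphotyrosine-FITC DNA substrate (15 nM final) added for 5 min. AlphaScreen beads (10 ug/ml final) added 10 min; cleavage lowers signal.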
An asterisk follows results filed as active; u = inconclusive; x = no result given; & = joins results of further samples; [ ] = dose if it differs, or a comment. Calls come from the whole dose curve; as a rule, active = well fitted curve in the direction sought with a large enough effect; inconclusive = small, poorly fitted or top-dose-only effect, or another doubt; inactive = no such curve, though single readings can be large; an effect the other way counts as inactive or inconclusive. % is set by controls: 0 for no effect and ±100 for the full control effect; potency is the fitted concentration of half-maximal effect. The list is partial; rates above refer to the full screens.

SMILES	DT40 TDP1 no CPT	KAT2A inh	TDP1 inh
O=c1c2ccccc2nc(SCc2cn3ccsc3n2)n1-c1ccccc1	-23%	-18%	5%
Cc1nnc(N2CCN(C(=O)Nc3cccc(C(F)(F)F)c3)CC2)c2nn(-c3ccccc3)c(C)c12	u	-2%	6%
O=C(NCC(c1cccs1)N1CCOCC1)C1CCN(S(=O)(=O)c2ccccc2C(F)(F)F)CC1 (stereo unspecified)	-1%	-3%	2%
C=CCCc1ccc(C#N)c(SCc2c(C(=O)OCC)c3cc(OC(C)=O)c(Br)cc3n2C)n1	29µM*	-6%	-1%
CCOC(=O)c1cc(-c2ccccc2)n(CCCC(=O)Nc2ccc(C)cc2C)c1C	u	2%	-3%
Cc1ccc(NC2=CC(c3ccccc3F)N(c3ccc(C)cc3)C2=O)cc1 (stereo unspecified)	u	-10%	3%
CC(C)Oc1ccc(CN2CCCC(CO)(Cc3ccccc3)C2)cc1CO (stereo unspecified)	u	-3%	x
CC(=O)N1CCC2(CCCN(C(=O)Nc3cccc(C#N)c3)C2)CC1	-5%	-3%	x
Cc1cc(C)cc(NC(=O)C(=O)NCC(c2cccnc2)N2CCN(c3ccccc3)CC2)c1 (stereo unspecified)	16µM*	-5%	4%
COc1ccc(N2CCN(C3CCCN(S(=O)(=O)c4ccccc4)C3)CC2)cc1 (stereo unspecified)	-18%	-16%	5%
Cc1ccc(Cn2c(=O)n(-c3ccc(C)c(C)c3)c(=O)c3c(C)c(C)sc32)cc1	u	-2%	9%
NC(=O)C1c2ccccc2Oc2ccccc21	28%	15%	x
Cc1ccc(C)c2c1cc(C)c1nnc(SCC(=O)N3CCCc4ccccc43)n12	15µM*	5%	0%
Cc1cc(C(=O)N2CCN(C(c3ccccc3)c3ccccc3)CC2)on1	23µM*	-2%	6%
FC(F)(F)c1cnc(COc2cc(Cl)cc(Cl)c2)c(Cl)c1	-29%	-33%	x
COc1ccc(C(=O)N/N=C/c2ccc(OC)c(CN3CCN(c4ccc(F)cc4)CC3)c2)cc1	u	-2%	3%
Cc1ccccc1C(=O)O/N=C(\N)Cc1cccs1	-22%	-3%	1%
CCOc1ccc(NC(=O)COc2ccc(-n3cnnn3)cc2)cc1	7%	-2%	-6%
COc1cccc(NC(=O)c2cc(CN3CCOCC3)on2)c1	10%	4%	-3%
Cc1cccc2cc(C#N)c(SCC(=O)NCC3CCCO3)nc12 (stereo unspecified)	0%	-3%	0%[56.1 µM]
CCN(CC)c1ccc(NC(=S)NC(=O)C2CCC2)cc1	u	u	15%
CN1CCN(C(=O)c2cnn(-c3ccccc3)c2NC(=O)c2ccccc2)CC1	25%	-6%	2%
C=CCN1C(=O)/C(=C/c2cccs2)S/C1=N\S(=O)(=O)c1ccc(F)cc1	-25%	19%	-1%
CCCNC(=O)c1ccc2nc(-c3ccccc3)c(-c3ccccc3)nc2c1	23µM*	-11%	0%
CCN(CC)CC(=O)N1c2ccccc2Sc2ccccc21	-20%	0%	x

Following part
SMILES	DT40 TDP1 no CPT	KAT2A inh	TDP1 inh
CN(CC(=O)Nc1cccc(F)c1)C(=O)CN1c2cccc3cccc(c23)S1(=O)=O	-10%	u	0%
O=C(CC1(O)C(=O)N(Cc2ccccc2Cl)c2ccccc21)c1ccco1 (stereo unspecified)	3.7µM*	-24%	0%
CN(C)c1ccc(C(c2ccc(N(C)C)cc2)c2ccc([N+](=O)[O-])cc2)cc1	u	-3%	11%
CCCCSCCCNC(=O)C1CCC(CNS(=O)(=O)c2ccccc2)CC1 (stereo unspecified)	u	25%&1%	3%
CCOC(=O)c1cc(-c2ccccc2C)nn1Cc1cc(CC)no1	u	-10%	56µM*
Cn1nc(-c2ccc(Cl)cc2)cc1NC(=O)CSCC(=O)O	4%	-6%	5%
NNC(=O)c1ccc(O)cc1O	7%	2%	6%
Cc1ccc(OCC(=O)N2CCN(S(=O)(=O)c3ccc4c(c3)OCCO4)CC2)c(C)c1	-26%	-2%	2%
COc1cccc(NS(=O)(=O)Cc2ccccc2)c1	-18%	-2%	-2%
CCCCC(CC)CNC(=O)CCCn1c(=O)[nH]c2ccsc2c1=O (stereo unspecified)	u	-2%	6%
COc1cccc(CNC(=O)c2c(O)nc3ccccn3c2=O)c1	u	-3%	1%
CC(C)(CO)Nc1nc(Nc2ccccc2)nc(Nc2ccccc2)n1	u	-4%	3%
OCCN(Cc1ccccc1)Cc1ccccc1F	-4%	-4%	-4%
CCN(CCCNC(=O)c1nn(-c2ccc(OC)cc2)c(=O)c2c1c1ccccc1n2C)c1ccccc1	-20%	-8%	-2%
O=C(c1cccc(F)c1)N1CCC2(CCCN(Cc3nccs3)C2)CC1	-21%	13%	x
Cc1ccc2c(c1)nnn2C1CCN(CC(=O)Nc2ccccc2N2CCOCC2)CC1	23µM*	-3%	6%
CC(Oc1ccc(F)cc1)C(=O)Nc1ccccc1C(=O)N1CCCCC1 (stereo unspecified)	u	-3%	-1%
CCOC(=O)CSC1=C(C#N)C(c2ccccc2OC)CC(=O)N1 (stereo unspecified)	16µM*	-15%	-4%
Cc1ccc(NC(=O)c2ccc(NS(=O)(=O)/C=C/c3ccccc3)cc2)nc1	-16%	-12%	5%
CCOC(=O)c1sc(=NC(=O)/C=C/c2cccs2)n(C)c1C	-23%	9%	6%
CCOCCCN1CC(C(=O)NCCc2ccc(C)cc2)CC1=O (stereo unspecified)	3%	-17%	2%
COc1ccc(CN(C)S(=O)(=O)c2nnc(NC(=O)C(C)C)s2)cc1OC	10µM*	-6%	6%
O=C(Cn1cc[n+](CC(=O)c2ccc(Cl)cc2Cl)c1)c1ccc(Cl)cc1Cl	26µM*	-1%	-1%
CN(C)/C=C1\Cc2ccccc2C1=O	-95%	-3%	4%
C=C(C)CC1N(c2cccc(OC)c2)C(=O)[C@@H]2C(C(=O)O)[C@H]3C=C[C@@]12O3 (stereo partly specified)	-8%	-2%	2%

19 entries from above, reformatted:
molecule | DT40 TDP1 no CPT | KAT2A inh | TDP1 inh
NNC(=O)c1ccc(O)cc1O | 7% | 2% | 6%
Cc1ccc(OCC(=O)N2CCN(S(=O)(=O)c3ccc4c(c3)OCCO4)CC2)c(C)c1 | -26% | -2% | 2%
COc1cccc(NS(=O)(=O)Cc2ccccc2)c1 | -18% | -2% | -2%
CCCCC(CC)CNC(=O)CCCn1c(=O)[nH]c2ccsc2c1=O (stereo unspecified) | u | -2% | 6%
COc1cccc(CNC(=O)c2c(O)nc3ccccn3c2=O)c1 | u | -3% | 1%
CC(C)(CO)Nc1nc(Nc2ccccc2)nc(Nc2ccccc2)n1 | u | -4% | 3%
OCCN(Cc1ccccc1)Cc1ccccc1F | -4% | -4% | -4%
CCN(CCCNC(=O)c1nn(-c2ccc(OC)cc2)c(=O)c2c1c1ccccc1n2C)c1ccccc1 | -20% | -8% | -2%
O=C(c1cccc(F)c1)N1CCC2(CCCN(Cc3nccs3)C2)CC1 | -21% | 13% | x
Cc1ccc2c(c1)nnn2C1CCN(CC(=O)Nc2ccccc2N2CCOCC2)CC1 | 23µM* | -3% | 6%
CC(Oc1ccc(F)cc1)C(=O)Nc1ccccc1C(=O)N1CCCCC1 (stereo unspecified) | u | -3% | -1%
CCOC(=O)CSC1=C(C#N)C(c2ccccc2OC)CC(=O)N1 (stereo unspecified) | 16µM* | -15% | -4%
Cc1ccc(NC(=O)c2ccc(NS(=O)(=O)/C=C/c3ccccc3)cc2)nc1 | -16% | -12% | 5%
CCOC(=O)c1sc(=NC(=O)/C=C/c2cccs2)n(C)c1C | -23% | 9% | 6%
CCOCCCN1CC(C(=O)NCCc2ccc(C)cc2)CC1=O (stereo unspecified) | 3% | -17% | 2%
COc1ccc(CN(C)S(=O)(=O)c2nnc(NC(=O)C(C)C)s2)cc1OC | 10µM* | -6% | 6%
O=C(Cn1cc[n+](CC(=O)c2ccc(Cl)cc2Cl)c1)c1ccc(Cl)cc1Cl | 26µM* | -1% | -1%
CN(C)/C=C1\Cc2ccccc2C1=O | -95% | -3% | 4%
C=C(C)CC1N(c2cccc(OC)c2)C(=O)[C@@H]2C(C(=O)O)[C@H]3C=C[C@@]12O3 (stereo partly specified) | -8% | -2% | 2%

Going on with the list:
SMILES	DT40 TDP1 no CPT	KAT2A inh	TDP1 inh
COc1cccc(C(=O)OCC(=O)NCCC2=CCCCC2)c1	-10%	3%	-1%
O=C(Nc1nc2c(F)cccc2s1)c1ccc2c(c1)OCCO2	u	-13%	5%
COc1ccc(OC)c(NC(=O)c2cc(S(=O)(=O)N(C)C)ccc2N2CCCC2)c1	-28%	-6%	7%
C=CCc1ccc(OCC(O)CN2CCCCC2)c(OC)c1 (stereo unspecified)	-12%	-8%	1%
O=C(COC(=O)c1cccc(O)c1)Nc1ccc(OC(F)F)cc1	-28%	-2%	-1%
CCC(=O)N1CCc2cc(Br)cc(S(=O)(=O)CCC(=O)N3CCN(c4ccc(OC)cc4)CC3)c21	0%	-11%	3%
COc1ccc(NC(=O)c2cccnc2SC)cc1S(=O)(=O)N1CCCCC1	u	2%	3%
C[N+](C)(C)CCCNC(=O)c1ccc(/C=N/O)nc1	20%	-22%	-1%
CCOC(=O)c1c(CN2CCOCC2)oc2ccc(OC(C)=O)cc12	3%	-7%	x
Cc1ccc(-c2nnc(Nc3ccc(C(N)=O)cc3)c3ccccc23)cc1S(N)(=O)=O	0%	-3%	5%
Cc1ccc(Cl)cc1NC(=O)c1cc(S(=O)(=O)N2CCCCCC2)cn1C	u	-1%	3%
Cc1ccc(C(=O)OCc2cc3ccccc3[nH]c2=O)cc1	-16%	-17%	8%
CN1CCN(c2oc(-c3cccs3)nc2S(=O)(=O)c2ccccc2)CC1	-20%	-6%	2%
Cc1cc(C)c(C(=O)c2ccc(C(=O)N3CCCCC3)cc2)c(C)c1	-8%	-3%	1%
O=C(NCc1ccc2c(c1)CCN2C(=O)c1ccccc1)c1ccco1	u	-18%	1%
O=C(COc1ccc2c(c1)OCO2)Nc1nncs1	-13%	0%	x
Cc1nn(S(=O)(=O)c2cccs2)c(C)c1Sc1ccccc1	x	-4%	-5%
Nc1c(C(=O)OCC(=O)Nc2cccc([N+](=O)[O-])c2)[nH]c(=O)[nH]c1=O	-15%	-11%	-11%
CC(C)[C@H](NC(=O)NCc1ccc(F)cc1)C(=O)O	-4%	-4%	x
CCOC(=O)c1oc2ccc(S(=O)(=O)n3nc(-c4ccccc4OC)cc3N)cc2c1C	5.2µM*	-4%	4%
CC(C)N1CCC(N2CCN(CCCn3cccn3)CC2CCO)CC1 (stereo unspecified)	-14%	4%	-4%
O=C(Nc1ncn[nH]1)c1ccc(Cl)cc1Cl	0%	-17%	3%
Cc1ccc(C(=O)/C=C/c2ccc(Br)cc2)o1	23µM*	-2%	4%
O=c1nc(N2CCCCC2)nc2n1CCO2	4%	-1%	0%
COc1ccccc1CCNC(C)CCc1ccc(O)cc1 (stereo unspecified)	-20%	-7%	5%

The listing continues.
SMILES	DT40 TDP1 no CPT	KAT2A inh	TDP1 inh
COc1ccc(F)cc1S(=O)(=O)NCCc1csc(-c2ccc(Cl)cc2)n1	u	3%	-1%
Cc1ccc(SCc2c(-c3ccccc3)nn(C)c2Cl)cc1	16µM*	u	-6%
C=CC(C1=CC(=O)C=CC1=O)c1ccccc1 (stereo unspecified)	u	-2%	2%
CC(NC(=S)NCc1ccc(F)cc1)C12CC3CC(CC(C3)C1)C2 (stereo unspecified)	15µM*	-4%	4%
COCCOC(=O)c1[nH]c2c(c1C)C(=O)CC(c1ccc(OC)c(OC)c1)C2 (stereo unspecified)	-28%	16%	x
COc1ccc(F)cc1S(=O)(=O)Nc1ccc2c(c1)CCCN2C(=O)c1cccs1	18µM*	-6%	-4%
Cc1oc(-c2ccccc2Cl)nc1CSc1nc2c(c(=O)[nH]1)CCCC2	18µM*	8%	1%
O=C(NCCNC(=O)c1cc(Cl)ccc1Cl)c1ccco1	-12%	-4%	10%
C=CC[C@@H](CC(=O)N[C@H](CO)Cc1ccccc1)C(=O)N[C@H](C)COC(=O)[C@@H](CC=C)Cc1ccc(F)cc1	u	-2%	0%
CNC(=O)/C=C/c1cccc(C(F)(F)F)c1	-2%	-1%	0%
O=[N+]([O-])c1ccc(Cl)c(/C=N/n2c(C3CCCCC3)n[nH]c2=S)c1	u	1%	6%
Cc1ccc(/C=N/NC(=O)c2csc(C)c2)o1	-10%	-2%	1%
COc1ccccc1NS(=O)(=O)c1cc(NC(=O)c2[nH]c(C)c(C(C)=O)c2C)ccc1N1CCOCC1	2.9µM*	0%	x
CCN1CCN(CC(=O)N/N=C/c2ccc(F)cc2F)CC1	5%	1%	-3%
CCC(C)NC(=O)Cn1c(=O)n(-c2ccc(OC)cc2)c(=O)c2ccc(C(=O)NCc3ccc(C)cc3)cc21 (stereo unspecified)	-10%	-2%	-3%
